Bioassay records (PubChem BioAssay)
Pin1 inh: human Pin1 inhibition; Q13526; Pin1 FP peptide displacement, HiFluor488, 10 min; Potency, µM (highest dose often 115 µM), for inactives: at the highest dose activity, negative = inhibition, most hits filed as inhibitors; actives 0.009% (n = 390,000); active means well fitted inhibition curve with a large enough effect in the polarisation, with a control signal flat, not every such curve was filed as active; inconclusive means small, poorly fitted or top-dose-only effect, or effect the other way, or a change in a side signal; inactive means no such curve, though single readings can be large or run the other way; the % refers to the polarisation; further: potency means the concentration at half of the fitted maximal effect; on the % scale 0 is the no-effect control and ±100 the full control effect
Target sequence (Q13526 whole entry, looked up): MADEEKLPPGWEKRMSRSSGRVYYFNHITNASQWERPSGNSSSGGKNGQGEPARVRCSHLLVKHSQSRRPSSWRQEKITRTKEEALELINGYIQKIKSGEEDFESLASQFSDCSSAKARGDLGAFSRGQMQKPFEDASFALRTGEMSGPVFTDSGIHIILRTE
TrxR1 substrate: substrates of rat thioredoxin reductase 1; Potency, µM (titrated, usually from 114 µM), for the others: at the highest dose activity change, negative = substrate turnover; actives 0.01% (n = 390,000); O89049; AID 588456; purified TrxR1 substrate turnover, NADPH consumption readout; further: potency means the concentration at half of the fitted maximal effect; on the % scale 0 is the no-effect control and ±100 the full control effect; nearly all actives have a fitted effect of over 50% in size
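Rat TrxR1, dispensed at 90 nM, was prereduced with 400 uM NADPH (final) for 5 min at ~22 deg C, then incubated with compound 15 min before 400 uM selenite. A first-read NADPH fluorescence drop versus no-compound background flagged substrates.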
TrxR1 inh: rat TrxR1 inhibition. O89049. recombinant rTrxR1, NADPH fluorescence consumption, selenite substrate. Potency, µM (doses to about 114 µM), inactives show top-dose activity change, negative = inhibition, most hits filed as inhibitors. actives 1% (n = 390,000). AID 588453; further: potency means the concentration at half of the fitted maximal effect; on the % scale 0 is the no-effect control and ±100 the full control effect; nearly all actives have a fitted effect of over 65% in size
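Rat TrxR1 (90 nM in the dispensed reagent) was pre-reduced with 400 uM NADPH for 5 min at room temperature, then incubated with compound for 15 min. After 400 uM selenite was added, NADPH fluorescence (Ex 340/Em 450 nm) was followed for 8 min.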
D2 ag: activates the human D2 dopamine receptor | HEK293 T-REx D2 cells, calcium flux agonist mode | activation, % at 2 µM | actives 0.53% (n = 340,000);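 active means activation over 3 SD above normal in the single-dose calcium agonist read, cut at about 30% in these data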; further: 0% is about no effect
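Tetracycline-induced HEK293 T-REx cells with force-coupled D2 receptor, plated overnight at 30 C, loaded with no-wash calcium dye. After a 10 s baseline, compound was pin-added and calcium flux read kinetically for 180 s; calcium rises flagged agonists.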
TRHR agonist: activates the human TRH receptor; P34981; TRHR cells, calcium flux fluo-8, FDSS agonist mode; activation, % at 2 µM; actives 0.18% (n = 360,000); AID 493084; in the data active means activation above about 30%; further: 0% is about no effect
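Read-out: compound-evoked intracellular calcium rise in TRHR cells, fluo-8 dye, kinetic FDSS fluorescence at 1 s/cycle following a 10-cycle baseline. Cells cultured overnight before dye loading (30 min–1.5 h, RT).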
TRHR enhancer: allosteric enhancers of human TRH receptor. P34981. enhancement, % at 2 µM. TRHR cells, fluo-8 calcium fluorescence, EC20 TRH enhancement. actives 0.66% (n = 360,000); in the data active means enhancement above about 30%; further: 0% is about no effect
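TRHR-expressing cells loaded with fluo-8 calcium dye were read kinetically (ex 480/em 530) during compound addition, then stimulated with an EC20 of TRH (10 nM final). Enhancement of the Gq-mediated intracellular calcium response was scored.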
D2 antagonist: antagonists of human D2 dopamine receptor | P14416 | HEK293 TREx D2 cells, calcium flux, dopamine EC80 | inhibition, % at 10 µM | actives 2% (n = 340,000); in the data active means inhibition above about 30%; further: 0% is about no effect
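Tetracycline-induced HEK293 TREx cells expressing D2 receptor forced-coupled to calcium signalling, loaded with no-wash calcium dye. Compounds added and calcium flux read 180 s, then dopamine added at EC80 and read a further 180 s.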
USP1 inh: blocks the human USP1/UAF1 deubiquitinase complex | O94782 | recombinant USP1/UAF1, Ub-Rhodamine cleavage fluorescence | Potency, µM (titrated, usually from 57.1 µM), for inactives: at the highest dose activity change, negative = inhibition, usual class: inhibitors | actives 0.23% (n = 390,000); further: potency means the concentration at half of the fitted maximal effect; on the % scale 0 is the no-effect control and ±100 the full control effect; nearly all actives have a fitted effect of over 60% in size; inactives centre near -12
Target sequence (O94782 whole entry, looked up): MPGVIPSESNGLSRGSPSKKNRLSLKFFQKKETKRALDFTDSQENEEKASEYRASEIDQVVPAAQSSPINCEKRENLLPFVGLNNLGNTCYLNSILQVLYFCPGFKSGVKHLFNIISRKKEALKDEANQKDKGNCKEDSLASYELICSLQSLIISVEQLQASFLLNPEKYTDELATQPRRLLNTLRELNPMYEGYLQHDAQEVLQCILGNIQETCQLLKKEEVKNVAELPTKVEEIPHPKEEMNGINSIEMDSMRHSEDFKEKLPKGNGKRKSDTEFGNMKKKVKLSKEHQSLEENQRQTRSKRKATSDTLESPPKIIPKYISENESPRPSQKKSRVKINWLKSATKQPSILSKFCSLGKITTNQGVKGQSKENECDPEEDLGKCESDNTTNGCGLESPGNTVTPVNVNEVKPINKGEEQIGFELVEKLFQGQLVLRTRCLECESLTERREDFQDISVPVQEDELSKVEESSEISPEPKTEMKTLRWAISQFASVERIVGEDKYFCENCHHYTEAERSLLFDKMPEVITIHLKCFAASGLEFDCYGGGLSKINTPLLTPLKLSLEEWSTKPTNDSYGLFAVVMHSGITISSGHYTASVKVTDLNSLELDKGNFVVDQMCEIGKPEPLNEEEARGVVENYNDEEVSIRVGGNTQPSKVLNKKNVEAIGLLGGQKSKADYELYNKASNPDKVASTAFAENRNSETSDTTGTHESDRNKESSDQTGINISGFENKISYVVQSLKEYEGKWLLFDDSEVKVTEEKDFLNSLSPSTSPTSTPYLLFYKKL
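High-throughput fluorogenic screen: 1nM USP1/UAF1 complex, Ub-Rho substrate 150nM final, 50mM HEPES pH 7.8 with 0.5mM EDTA, 0.1 mg/ml BSA, 1mM TCEP and 0.01% Tween-20.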
IDH1 R132H inh: human IDH1 R132H inhibition | Potency, µM (doses to about 76.6 µM), for inactives: top-dose activity change, negative = inhibition, usual class: inhibitors | actives 0.093% (n = 390,000) | IDH1-R132H enzyme, NADPH consumption, diaphorase/resazurin fluorescence; further: potency means the concentration at half of the fitted maximal effect; on the % scale 0 is the no-effect control and ±100 the full control effect; nearly all actives have a fitted effect of over 65% in size
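IDH1-R132H (0.5 ug/mL dispensed) in pH 7.5 Tris buffer was preincubated 30 min with compound, then given a substrate mix of 0.016 mM NADPH and 2 mM alpha-KG for 80 min at room temperature; remaining NADPH was read by diaphorase/resazurin fluorescence.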
* = called active by the depositor; ? = inconclusive; · = no result given; [ ] = another dose, or the depositor's remark. Unless noted, the call rests on the fitted dose curve; in most records, active means well fitted inhibition curve with a large enough effect; inconclusive means small, poorly fitted or top-dose-only effect; inactive means no such curve, though single readings can be large or run the other way.

SMILES | Pin1 inh | TrxR1 substrate | TrxR1 inh | D2 ag | TRHR agonist | TRHR enhancer | D2 antagonist | USP1 inh | IDH1 R132H inh
CCOC(=O)N1CCC(NC(=O)c2ccc(CS(=O)(=O)c3ccc(OC)cc3)o2)CC1 | -6% | 5%[57.1 µM] | -15%[57.1 µM] | -0.4 | -0.1 | -3 | -11 | 3% | -13%
O=C(COC(=O)CCc1ccc(S(=O)(=O)N2CCCCC2)cc1)Nc1ccc2c(c1)OCO2 | 11% | -3% | 7% | 0.4 | 0.3 | -6 | -15 | -14% | 6%
CC1(C)NC(C)(C)C(O)(C(N)=O)C1=O (stereo not drawn) | -20% | 6%[57.1 µM] | 4%[57.1 µM] | · | · | · | · | -11% | 0%
NS(=O)(=O)c1ccc(N2CCN(CCOc3ccc(Cl)cc3)CC2)nc1 | 4% | 3% | 17% | 2.1 | 1.2 | 14 | -23 | -8% | 30%[activator]
Cc1cc(/C=C(\C#N)C(=O)NCCc2c[nH]c3ccccc23)c(C)n1C | -4% | -5% | -4% | -0.9 | -0.4 | -1 | -1 | -7% | -13%
CCN(c1ccccc1)S(=O)(=O)c1ccc(N2CCN(c3ccc(O)cc3)CC2)nc1 | 0% | -5%[57.1 µM] | 7%[57.1 µM] | · | · | · | · | ? | 15%
O=C(O)CSc1nc(C(F)(F)F)cc(=O)n1-c1ccccc1 | 2% | 6% | 19% | 0.6 | 0.6 | 1 | -17 | -15% | 3%
O=C(CN1CCOCC1)Nc1nc2cc([N+](=O)[O-])ccc2s1 | -16% | -15% | -22% | 2.7 | 0.4 | 1 | 2 | -20% | 9%
COc1ccc(NC(=O)CN2C(=O)NC(C)(C3CCCCC3)C2=O)c(OC)c1 (stereo not drawn) | ? | -10% | -4% | 0.3 | 0.6 | 12 | -15 | -7% | 3%
O=C(NCCCn1ccnc1)/C(=C\c1ccccc1F)NC(=O)c1ccccc1 | -10% | 1% | 14% | 0.1 | -0.7 | 2 | 9 | -14% | 0%
O=C(NN=Cc1cccc2ccccc12)C(=O)NN=Cc1cccc2ccccc12 | 0% | 4% | 12% | · | · | · | · | -9% | -1%
Cc1cc(NC(=O)CSc2nc3c([nH]c4ccccc43)c(=O)n2-c2cccc(Cl)c2)no1 | 13% | 3%[57.1 µM] | 14%[57.1 µM] | 0.9 | -0.4 | -2 | · | -14% | 5%
CC(NC(=O)c1ccc(Br)cc1Br)c1ccccc1 (stereo not drawn) | ? | 7% | 16%[57.1 µM] | 0.7 | -2.3 | 10 | -3 | -23% | 0%
C=CCN1C(=O)c2ccc(C(=O)N3CCN(S(=O)(=O)c4cc(C)ccc4C)CC3)cc2C1=O | 1% | -3% | 14% | -0.1 | -1.1 | 14 | -12 | 0% | 2%
CN(C)c1nc(N2CCOCC2)nc(N(c2ccccc2)c2ccccc2)n1 | -4% | 5%[57.1 µM] | 4%[57.1 µM] | 2.6 | -0.3 | -1 | -34 | -5% | 0%
C[C@H](CO)N1C[C@H](C)[C@@H](CN(C)S(=O)(=O)c2ccc(F)cc2)Oc2ccc(NC(=O)C3CC3)cc2C1=O | -2% | 6% | 1% | · | · | · | · | -24% | 9%
O=C(N1CCOCC1)C12CC3CC(C1)CC(C(=O)N1CCOCC1)(C3)C2 | 19% | 1%[57.1 µM] | 4%[57.1 µM] | 0.9 | 2.7 | -3 | 1 | -11% | 3%
Cc1ccc(CN2CCSc3ccc(C(=O)NCCc4ccccc4)cc32)cc1 | -10% | 40%[activator] | 26% | -0.7 | -0.2 | 0 | · | -16% | -3%
Cc1ccc(S(=O)(=O)N2CCCc3cc(NS(=O)(=O)c4cccc(Cl)c4)ccc32)cc1 | 18% | -5%[57.1 µM] | 3%[57.1 µM] | -0.5 | -0.5 | -4 | · | -12% | 0%
Cc1cccc(C)c1OCCN1CCCC1 | 3% | 0% | -4% | 1.3 | 0.1 | -6 | -3 | -4% | 0%
C/C(=N\NC(=O)C1CCCC1)c1ccc(Cl)cc1 | -7% | -7% | 1% | -1.7 | -0.3 | -11 | 17 | -20% | -7%
Cc1ccccc1OCC(O)CN1CCN(CC(O)COc2ccccc2C)CC1 (stereo not drawn) | -8% | 1% | 18% | 0.9 | -0.1 | -2 | 62* | ? | 14%
COCCn1c(SCC(=O)NC2CCCCC2)nnc1-c1ccco1 | -9% | -11% | 6%[57.1 µM] | · | 1.0 | -4 | · | 0% | 1%
CS(=O)(=O)NC1c2cccc3cccc(c23)C1Sc1nncn1/N=C/c1ccco1 (stereo not drawn) | 9% | -10% | ? | 0.6 | 0.4 | -4 | -4 | -4% | 6%
O=C(CN1C(=O)NC2(CCc3ccccc32)C1=O)NCCc1ccccc1 (stereo not drawn) | -1% | 5% | 13% | · | 0.2 | 1 | · | -19% | -1%
O=C(c1cc(C2CC2)nn1-c1ccccc1)N1CCN(c2ccccn2)CC1 | 3% | -13% | -11% | 0.5 | -0.5 | 1 | 18 | -6% | -2%
CCOC(=O)C1=C(CN2CCN(c3ccc(OC)cc3)CC2)NC(=O)NC1c1ccc(Cl)cc1 (stereo not drawn) | -2% | -4% | 35% | -0.9 | -1.1 | 2 | · | ? | -5%
Cn1cnc(S(=O)(=O)N2CCC(C(=O)NCc3ccc(Cl)cc3)CC2)c1 | -12% | -5%[57.1 µM] | 2%[57.1 µM] | 1.8 | 1.1 | -1 | · | ? | -8%
COc1ccc(/C=C2\SC(N)=NC2=O)cc1Br | 28% | -11% | 14%[57.1 µM] | -0.5 | -0.3 | 4 | -8 | -5% | 3%
Cc1ccc(NC(=S)NC2CCCC2)c(C)c1 | -2% | -1% | -9% | · | -0.6 | -5 | · | -23% | 3%
Cc1ccc(S(=O)(=O)NCc2ccccc2C)cc1 | 6% | -3% | 20% | 0.5 | -1.2 | 0 | 9 | -4% | 8%
CCOc1ccc(-n2c(Cc3ccccc3)nnc2SCc2nc(-c3cccs3)no2)cc1 | 25% | -4% | 21% | 0.3 | 1.5 | -13 | · | -26% | 15%
CCOc1ccc(NCc2cccn2-c2nnc(N3CCC(C(=O)NCCCN4CC(C)CC(C)C4)CC3)s2)cc1 (stereo not drawn) | -7% | -2% | 5% | -0.1 | 0.2 | -4 | 7 | -9% | 0%
CCCCn1c(N)c(N(CCC(C)C)C(=O)COC(=O)/C=C/c2ccc(F)cc2)c(=O)[nH]c1=O | 22% | -10% | -2% | · | · | · | · | 2% | 7%
O=C(NCCN1CCN(C(=O)c2cc3ccccc3oc2=O)CC1)c1cc2ccccc2oc1=O | 2% | 15%[57.1 µM] | 10%[57.1 µM] | 0.3 | -0.7 | -2 | -8 | 4% | -1%
Clc1ccc(N2CCN(c3ncnc4c3oc3ccccc34)CC2)cc1 | 0% | 21% | 23% | -0.1 | 0.0 | 1 | 1 | -16% | 7%
Cc1nn(C)c(Cl)c1CN1CCCC(C(=O)Nc2cccc(-n3cccn3)c2)C1 (stereo not drawn) | -1% | -11% | -16% | 0.3 | 0.3 | 7 | -24 | -6% | 3%
Nc1ccc(N2CCN(c3ncc(C(F)(F)F)cc3Cl)CC2)c(C(F)(F)F)c1 | 0% | -14% | -4% | 0.3 | 2.0 | 19 | · | -25% | 24%
C/C(=N\NC(N)=O)c1c(F)cccc1F | -5% | 13%[57.1 µM] | 3%[57.1 µM] | 0.7 | 0.4 | 7 | 4 | -10% | -3%
CCCN(CCC)Cc1c(C(=O)N/N=C/c2ccsc2)nnn1-c1nonc1N | -4% | -13% | -16% | 0.8 | -0.9 | -10 | -4 | -2% | -3%
COc1ccccc1C(=O)Nc1ccc(OC(C)C(=O)N2CCOCC2)cc1 (stereo not drawn) | -5% | 4% | 13% | · | 0.3 | 4 | · | -14% | -15%
O=C(Cn1cnc2c(cnn2-c2ccccc2)c1=O)N1CCOCC1 | -3% | 3% | 5% | 0.1 | 0.2 | 7 | 7 | -23% | -5%
Cc1ccc([N+](=O)[O-])cc1S(=O)(=O)Nc1cccc(S(=O)(=O)NC2=NCCC2)c1 | 6% | -6%[57.1 µM] | 10%[57.1 µM] | · | · | · | · | ? | 10%
COC(=O)c1sccc1NC(=O)C1C2C=CC(O2)C1C(=O)O (stereo not drawn) | -3% | -8% | -9% | 0.5 | 0.3 | 4 | -6 | -18% | 5%

By substructure, the entries above containing fluorine
SMILES | Pin1 inh | TrxR1 substrate | TrxR1 inh | D2 ag | TRHR agonist | TRHR enhancer | D2 antagonist | USP1 inh | IDH1 R132H inh
O=C(O)CSc1nc(C(F)(F)F)cc(=O)n1-c1ccccc1 | 2% | 6% | 19% | 0.6 | 0.6 | 1 | -17 | -15% | 3%
O=C(NCCCn1ccnc1)/C(=C\c1ccccc1F)NC(=O)c1ccccc1 | -10% | 1% | 14% | 0.1 | -0.7 | 2 | 9 | -14% | 0%
C[C@H](CO)N1C[C@H](C)[C@@H](CN(C)S(=O)(=O)c2ccc(F)cc2)Oc2ccc(NC(=O)C3CC3)cc2C1=O | -2% | 6% | 1% | · | · | · | · | -24% | 9%
CCCCn1c(N)c(N(CCC(C)C)C(=O)COC(=O)/C=C/c2ccc(F)cc2)c(=O)[nH]c1=O | 22% | -10% | -2% | · | · | · | · | 2% | 7%
Nc1ccc(N2CCN(c3ncc(C(F)(F)F)cc3Cl)CC2)c(C(F)(F)F)c1 | 0% | -14% | -4% | 0.3 | 2.0 | 19 | · | -25% | 24%
C/C(=N\NC(N)=O)c1c(F)cccc1F | -5% | 13%[57.1 µM] | 3%[57.1 µM] | 0.7 | 0.4 | 7 | 4 | -10% | -3%

The list is partial (hit frequency here may not be typical).
